Assay outcomes (PubChem)
Anesthetic bind = binds horse apoferritin like a general anesthetic. actives 0.074% (n = 350,000). AID 485281. apoferritin/1-aminoanthracene competitive binding, fluorescence. Potency, µM (top dose mostly 77.5 µM), for the others: top-dose activity change, negative = displacement, usual class: inhibitors; further: potency means the concentration at half of the fitted maximal effect; on the % scale 0 is the no-effect control and ±100 the full control effect; nearly all actives have a fitted effect of over 20% in size
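Horse-spleen apoferritin (10 uM) in 50% saturated 1-aminoanthracene in PBS was incubated 10 min at room temperature with compound. Fluorescence (ex 380, em 535 nm) was normalized to free and bound 1-AMA, with concentration-response fitted by a four-parameter Hill equation.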
RXFP1 antagonist = RXFP1 (human) relaxin receptor antagonism. HEK293-RXFP1, relaxin-stimulated cAMP HTRF, 30 min; active compounds read low. activity change, negative = inhibition, % at 57.5 µM. actives 0.59% (n = 350,000);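 active means activity change of -60% or lower, but not beyond a set lower limit; inconclusive means change between -60% and -40%, or beyond the set limit; inactive means change above -40%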; further: on the % scale 0 is the no-effect control and ±100 the full control effect
BLM helicase inh = blocks DNA unwinding by human BLM helicase. actives 0.2% (n = 350,000). recombinant BLM DNA unwinding, fluorescence dequenching. Potency, µM (titrated, usually from 56.1 µM), without a hit: top-dose activity change, negative = inhibition, actives largely listed as inhibitors;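 further: potency means the concentration at half of the fitted maximal effect; plate controls were vehicle for no effect and no enzyme for full effect; nearly all actives have a fitted effect of over 35% in size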
APE1 inh = inhibitors of human APE1 endonuclease; recombinant APE1, TAMRA/BHQ-2 abasic DNA cleavage fluorescence; Potency, µM (highest dose often 65.8 µM), inactives show at the top dose activity change, negative = inhibition, hits mostly inhibitors; actives 0.35% (n = 350,000); P27695;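 further: potency means the concentration at half of the fitted maximal effect; plate controls were vehicle for no effect and reference inhibitor for full effect; nearly all actives have a fitted effect of over 55% in size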
Target sequence (P27695 whole entry, looked up): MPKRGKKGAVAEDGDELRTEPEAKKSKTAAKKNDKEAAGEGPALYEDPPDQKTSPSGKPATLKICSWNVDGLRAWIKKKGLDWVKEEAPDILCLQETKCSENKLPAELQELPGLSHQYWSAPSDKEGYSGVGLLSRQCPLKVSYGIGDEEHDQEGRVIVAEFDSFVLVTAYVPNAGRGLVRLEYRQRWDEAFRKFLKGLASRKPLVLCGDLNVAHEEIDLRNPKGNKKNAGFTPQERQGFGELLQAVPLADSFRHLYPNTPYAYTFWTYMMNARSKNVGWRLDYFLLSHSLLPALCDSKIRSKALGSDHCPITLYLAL
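Substrate: short duplex with […] THF abasic site, 5'-TAMRA and 3'-BHQ-2, 50 nM final. APE1 at 0.75 nM, preincubated 15 min RT with compound. Fluorescence increase from first to third read measured activity.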
POLH inh = DNA polymerase eta (human) inhibition. Q9Y253. recombinant Pol eta, fluorescent DNA replication assay. Potency, µM (top dose mostly 114 µM), without a hit: at the top dose activity change, negative = inhibition, actives largely listed as inhibitors. actives 1.2% (n = 390,000). AID 588591; further: potency means the concentration at half of the fitted maximal effect; on the % scale 0 is the no-effect control and ±100 the full control effect
Target sequence (Q9Y253 whole entry, looked up): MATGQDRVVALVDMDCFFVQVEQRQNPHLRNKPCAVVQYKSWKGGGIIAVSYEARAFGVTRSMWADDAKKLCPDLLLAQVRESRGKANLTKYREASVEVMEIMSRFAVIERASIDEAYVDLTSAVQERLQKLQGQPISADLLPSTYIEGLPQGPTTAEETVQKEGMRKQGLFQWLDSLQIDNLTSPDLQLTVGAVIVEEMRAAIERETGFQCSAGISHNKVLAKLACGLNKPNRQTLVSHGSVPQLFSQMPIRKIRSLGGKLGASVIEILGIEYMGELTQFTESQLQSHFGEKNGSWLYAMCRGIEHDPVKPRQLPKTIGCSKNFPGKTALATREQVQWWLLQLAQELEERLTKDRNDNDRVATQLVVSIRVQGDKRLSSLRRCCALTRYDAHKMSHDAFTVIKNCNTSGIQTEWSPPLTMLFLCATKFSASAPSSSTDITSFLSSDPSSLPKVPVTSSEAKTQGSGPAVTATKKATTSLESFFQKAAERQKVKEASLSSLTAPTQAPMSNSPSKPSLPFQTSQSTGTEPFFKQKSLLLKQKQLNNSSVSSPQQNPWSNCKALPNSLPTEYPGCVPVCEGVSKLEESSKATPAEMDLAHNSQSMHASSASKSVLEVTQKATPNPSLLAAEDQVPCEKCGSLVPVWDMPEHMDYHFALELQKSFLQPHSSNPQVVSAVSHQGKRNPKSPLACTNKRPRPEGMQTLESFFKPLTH
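Fluorescent replication assay: 50 nM final substrate added after a 15 min room-temperature compound preincubation with 10 nM enzyme. Signal taken at 0 min and again at 10 min.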
POLI inh = inhibitors of human DNA polymerase iota; Q9UNA4; Pol iota fluorescent replication assay, 10 min; Potency, µM (highest dose often 115 µM), inactives show top-dose activity, negative = inhibition, usual class: inhibitors; actives 1% (n = 390,000); further: potency means the concentration at half of the fitted maximal effect
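Pol iota at 10 nM preincubated 15 min with compounds at room temperature; reaction started with fluorescent substrate, 50 nM final. Fluorescence read kinetically at 0 and 10 min; buffer-only wells as negative control.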
Pol beta inh = DNA polymerase beta (human) inhibition; P06746; Pol beta primer extension/strand displacement, fluorescence kinetic; Potency, µM (doses to about 114 µM), inactives show at the highest dose activity change, negative = inhibition, hits mostly inhibitors; actives 1.3% (n = 340,000); further: potency means the concentration at half of the fitted maximal effect; on the % scale 0 is the no-effect control and ±100 the full control effect
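Curves were derived by four-parameter Hill fits of normalized qHTS data. The kinetic fluorescent primer-extension read was taken at 0 and 10 min after 50 nM substrate, following a 15 min room-temperature preincubation of 10 nM enzyme with compounds.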
PGK inhibitor = blocks T. brucei phosphoglycerate kinase; P07378; PGK/GAPDH coupled, Kinase-Glo luminescence, 60 min; Potency, µM (highest dose often 57.5 µM), inactives show top-dose activity change, negative = inhibition, hits mostly inhibitors; actives 0.043% (n = 380,000); AID 602233; further: potency means the concentration at half of the fitted maximal effect; on the % scale 0 is the no-effect control and ±100 the full control effect; nearly all actives have a fitted effect of over 60% in size
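Recombinant glycosomal PGK reaction used 1,3-bisphosphoglycerate generated in-well by GAPDH (100nM final) in 100mM TEA pH 7.6, 5mM MgCl2, 0.01% Tween-20. After 60 minutes at room temperature, ATP was read by Kinase-Glo Plus luminescence end-point.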
POLK inh = inhibitors of human DNA polymerase kappa; Potency, µM (doses to about 107 µM), for the others: at the highest dose activity, negative = inhibition, actives largely listed as inhibitors; Q9UBT6; AID 588579; actives 0.53% (n = 400,000); purified Pol kappa, fluorescent DNA synthesis assay, 10 min; further: potency means the concentration at half of the fitted maximal effect; on the % scale 0 is the no-effect control and ±100 the full control effect
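10 nM Pol kappa preincubated 15 min at room temperature with compounds, then reaction started with substrate at 50 nM final. Fluorescence read kinetically at 0 and 10 min; buffer-only wells served as negative control.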
* = called active by the depositor; i = inactive; ? = inconclusive; . = no result given; [ ] = remark or other dose. Unless noted, the call rests on the fitted dose curve; in most records, active means well fitted curve in the direction sought with a large enough effect; inconclusive means small, poorly fitted or top-dose-only effect, or another doubt; inactive means no such curve, though single readings can be large; an effect the other way counts as inactive or inconclusive. Some of the compounds tested. The share of hits here may be higher or lower than overall.

SMILES | Anesthetic bind | RXFP1 antagonist | BLM helicase inh | APE1 inh | POLH inh | POLI inh | Pol beta inh | PGK inhibitor | POLK inh
Clc1cccc(Nc2ncnc3c2nc2n3CCCCC2)c1 | -10% | -9 | -6% | . | -11% | 10% | -2% | 9% | -13%
c1ccc(OCc2nn3c(-c4n[nH]c5c4CCC5)nnc3s2)cc1 | -18% | -3 | -7% | 7% | ? | ? | ? | -2% | -26%
CC(=O)c1ccc(N(C(=O)c2csnn2)C(C(=O)NC(C)(C)C)c2cccs2)cc1 (stereo not given) | -6% | 3 | -1% | 3% | -8% | 36%[activator] | -16% | i | 15%
CCN(CC)C(=O)CN(c1ccc(Cl)cc1)S(=O)(=O)c1ccccc1 | -16% | -5 | -2% | -2% | -7% | 1% | -5% | -1% | -3%
O=C(O)c1cc(N2CCOCC2)nc2ccccc12 | 7% | 3 | 0% | 6% | -6% | -48% | -4% | i | 4%
CCOc1ccc(-c2cc(CCCC(=O)NCCc3ccc(OCC)c(OCC)c3)no2)cc1 | -8% | . | 0% | . | -9% | 20% | -2% | 7% | -21%
CCOc1ccc(OCC)c(NC(=O)c2ccc(CNc3c(N4CCCC4)c(=O)c3=O)cc2)c1 | 0% | -12 | -3% | 10% | -14% | -15% | 8% | i | 12%
COc1cc(C(=O)OCC2CC(c3ccccc3)=NO2)cc(OC)c1OC (stereo not given) | -14% | -1 | -1% | -5% | -11% | 4% | 2% | -2% | -9%
COc1ccc(-n2c(C)c([N+](=O)[O-])c3ccc(O)c(CN4CCCCC4)c32)cc1 | ? | -11 | -6% | 7% | -9% | -6% | 2% | 3% | -18%
COC(=O)[C@@H](NCc1cccc(CN([C@H](C(=O)OC)C(C)C)S(C)(=O)=O)c1)C(C)C | -10% | . | -2% | 33% | -13% | 8% | 11% | 5% | -6%
Cc1cc(C)c2nc(C(F)(F)F)nc(NCCCN3CCOCC3)c2c1 | -22% | -2 | -4% | 8% | -14% | 6% | -3% | -5% | -6%
O=C(/C=C/c1ccco1)Oc1ccc(C(=S)N2CCOCC2)cc1 | -24% | -39 | -4% | -8% | -23% | 46%[activator] | 18% | 9% | -9%
O=C(C1CCC(CNS(=O)(=O)c2ccc(Br)s2)CC1)N1CCN(c2ccccc2Cl)CC1 (stereo not given) | -3% | 2 | -3% | . | -11% | 22% | 2% | -7% | 5%
Cc1cc(C)c(NC(=O)CNC(=O)c2ccc3c(=O)n4c(nc3c2)CCC4)c(C)c1 | . | -7 | . | -5% | -2% | -7% | . | -1% | -3%
O=C(Nc1ccc(Cc2ccncc2)cc1)C1CCC(N2C(=O)C3C4C=CC(C5CC45)C3C2=O)CC1 (stereo not given) | ? | -16 | -14% | 7% | 0% | 9% | 28% | 2% | -22%
CC(C)(C)OC(=O)N1CCC[C@H]1c1nnc(SCc2cccc(Cl)c2)o1 | -14% | -15 | -7% | -11% | -21% | 48%[activator] | -4% | 0% | -12%
CC1CCCCC1NC(=O)COC(=O)c1cc(=O)c2ccccc2o1 (stereo not given) | -23% | -17 | 0% | -1% | -17% | 80%[activator] | -4% | 3% | -3%
Cn1nc(-c2ccccc2)c(N2CCCCC2)cc1=O | -13% | -4 | -3% | -14% | -18% | 7% | -2% | -2% | -9%
O=C(Nc1nnc(C(F)(F)F)s1)C1COc2ccccc2O1 (stereo not given) | -15% | -7 | -16% | -1% | 13% | 25% | 0% | i | 0%
O=C(Cn1c(=O)n(CCCS(=O)(=O)C2CCCCC2)c(=O)c2ccccc21)Nc1ccccc1F | -6% | -2 | -6% | . | -8% | 14% | -1% | -4% | -17%
O=C(CN(Cc1ccccc1)S(=O)(=O)c1ccc(F)cc1)NCc1ccccn1 | 5% | -1 | -3% | 1% | 3% | -5% | 21% | -7% | -3%
CSc1c(SCc2ccccc2)cnn(Cc2ccccc2)c1=O | 3% | -12 | -8% | 4% | -24% | 24% | 22% | 5% | -15%
CCOc1[nH]n(-c2ccccc2)c(=O)c1C=Nc1ccccc1 | -23% | -15 | -6% | 5% | ? | -2% | 4% | -2% | -4%
O=c1cc(-c2ccccc2)nc(SCc2ccccc2)[nH]1 | 0% | -1 | 0% | -6% | -7% | 7% | -15% | 1% | -2%
CCCCN(C(=O)C1CSC2(C)CCC(=O)N12)c1c(N)n(CC(C)C)c(=O)[nH]c1=O (stereo not given) | . | -3 | . | 20% | -10% | 4% | . | -9% | -5%
C/C(=N\NC(=O)c1nnn(-c2nonc2N)c1-c1cccs1)c1ccncc1 | -8% | -7 | 1% | 43% | -1% | -12% | 5% | -1% | -4%
O=C1[C@H]2[C@@H](c3ccc(F)cc3)N3C(=O)N(c4ccc(Br)cc4)C(=O)[C@@]3(Cc3ccc(Cl)cc3)[C@H]2C(=O)N1C1CCCCC1 | -10% | . | -9% | 19% | -10% | 27% | -3% | i | -4%
CCOC(=O)c1ccccc1NC(=O)Nc1cc2c(cc1N1CCCCC1)n(C)c(=O)n2C | 0% | . | -4% | . | -19% | 16% | 2% | -2% | 0%
Cc1cc(N/C=C\c2nnnn2-c2ccc(F)cc2)no1 | -2% | -1 | -5% | 3% | -13% | -3% | 1% | -12% | 4%
c1ccc(Cn2nnnc2C(c2cccnc2)N2CCN(c3ccccc3)CC2)cc1 (stereo not given) | -20% | -10 | -6% | 11% | -3% | 12% | 7% | -8% | -12%
Cc1ccc(CCN2CCN=C2Nc2ccccc2)cc1 | . | . | . | 7% | -9% | ? | . | 1% | -11%
CN(C)Cc1c(-c2ccc(Cl)cc2)nc2ccccn12 | -4% | -13 | 0% | -2% | -22% | 29% | ? | -9% | 4%
Cc1ccc(NC(=O)CSc2nc(-c3cccs3)cc(C(F)(F)F)n2)cc1C | ? | . | -1% | . | 6% | 2% | ? | -1% | 6%
CCC1CCc2sc(C(=O)N(C)CC(=O)Nc3ccc(OC)cc3)cc2C1 (stereo not given) | . | -10 | . | 6% | -22% | 57%[activator] | . | 8% | -4%
CC(C)CN(C(=O)COC(=O)c1c2c(nc3ccccc13)CCC2)c1c(N)n(Cc2ccccc2)c(=O)[nH]c1=O | ? | -14 | -6% | -11% | -15% | 6% | -1% | 6% | -27%
OCCNCCCCCOc1ccc(F)cc1 | -9% | -5 | 2% | 5% | -10% | -4% | 5% | -10% | -4%
Clc1ccc(-c2nnc(NCCN3CCCC3)c3ccccc23)cc1 | 2% | 1 | -8% | 6% | -7% | 17% | ? | -2% | 15%
CCCC(=O)c1c(NC)cc(C)oc1=O | -4% | -1 | 1% | -5% | 1% | 8% | -2% | -4% | 2%
N#Cc1ccccc1-c1ccc2ncnc(N3CCNCC3)c2c1 | -5% | . | -8% | 16% | . | . | . | . | 3%[60.1 µM]
COCCCNCC(=O)c1c(N)n(Cc2ccccc2)c(=O)n(C)c1=O | -13% | 6 | -1% | 4% | -20% | 18% | 5% | -5% | -4%
O=C(NCC(c1ccco1)N1CCc2ccccc21)c1cccc([N+](=O)[O-])c1 (stereo not given) | . | 6 | . | 23% | -21% | 37%[activator] | . | -6% | -6%
CCOC(=O)C1=C(O)C(=O)N(Cc2ccc(C(C)(C)C)cc2)CC1 | -18% | -11 | -8% | -3% | -16% | 11% | -28% | -3% | 2%[60.1 µM]
COc1ccc2c(COC(=O)c3cccc(S(=O)(=O)NCC(C)C)c3)cc(=O)oc2c1 | ? | 2 | -2% | -12% | -7% | 45%[activator] | 50% | -10% | -3%
COc1ccc(/C=C(\C#N)c2nc(-c3ccc(Cl)c(Cl)c3)cs2)cc1OC | 2% | -1 | -1% | . | 1% | -15% | 14% | -12% | -7%

Molecules from the list above containing a Cl atom, in the order listed:
SMILES | Anesthetic bind | RXFP1 antagonist | BLM helicase inh | APE1 inh | POLH inh | POLI inh | Pol beta inh | PGK inhibitor | POLK inh
Clc1cccc(Nc2ncnc3c2nc2n3CCCCC2)c1 | -10% | -9 | -6% | . | -11% | 10% | -2% | 9% | -13%
CCN(CC)C(=O)CN(c1ccc(Cl)cc1)S(=O)(=O)c1ccccc1 | -16% | -5 | -2% | -2% | -7% | 1% | -5% | -1% | -3%
O=C(C1CCC(CNS(=O)(=O)c2ccc(Br)s2)CC1)N1CCN(c2ccccc2Cl)CC1 (stereo not given) | -3% | 2 | -3% | . | -11% | 22% | 2% | -7% | 5%
CC(C)(C)OC(=O)N1CCC[C@H]1c1nnc(SCc2cccc(Cl)c2)o1 | -14% | -15 | -7% | -11% | -21% | 48%[activator] | -4% | 0% | -12%
O=C1[C@H]2[C@@H](c3ccc(F)cc3)N3C(=O)N(c4ccc(Br)cc4)C(=O)[C@@]3(Cc3ccc(Cl)cc3)[C@H]2C(=O)N1C1CCCCC1 | -10% | . | -9% | 19% | -10% | 27% | -3% | i | -4%
CN(C)Cc1c(-c2ccc(Cl)cc2)nc2ccccn12 | -4% | -13 | 0% | -2% | -22% | 29% | ? | -9% | 4%
Clc1ccc(-c2nnc(NCCN3CCCC3)c3ccccc23)cc1 | 2% | 1 | -8% | 6% | -7% | 17% | ? | -2% | 15%
COc1ccc(/C=C(\C#N)c2nc(-c3ccc(Cl)c(Cl)c3)cs2)cc1OC | 2% | -1 | -1% | . | 1% | -15% | 14% | -12% | -7%
